Screening data (PubChem)
Giardia kill: Giardia lamblia killing; Giardia lamblia trophozoite viability; activity change, % at 7.66 µM, hits read low; hit rate 0.15% among 340,000; AID 540267; in the data active = activity change below about -80%; inconclusive = between about -30% and that limit;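 also: parasites exposed to compound for two days anaerobically before the ATP read; % is scaled to controls: 0 for no effect and ±100 for the full control effect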
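Trophozoite viability was measured as ATP-dependent luminescence, read 15-30 min after reagent addition. Before that, parasites at 100 cells/well were exposed to compounds for 48 h, anaerobically, at 37 deg C.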
PKM2 activator: activators of human pyruvate kinase M2; purified PKM2, Kinase-Glo ATP luminescence, activation; response scale: 0% is enzyme alone, no compound; P14618; Potency, µM (highest dose often 57.5 µM), inactives show at the top dose activation, actives largely listed as activators; hit rate 0.34% among 260,000; AID 1631; also: potency is read from the fitted curve at half-maximal effect; % is scaled to controls: 0 for no effect and ±100 for the full control effect; nearly all actives have a fitted effect of over 55% in size
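Purified hPK-M2 (>95%) run at intermediate activity with 0.1 mM ADP and 0.5 mM PEP in 50 mM imidazole pH 7.2, KCl, MgCl2; 1 h room temperature. ATP formed read by Kinase-Glo luminescence; normalized to uninhibited and no-enzyme controls.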
Chronic BCR inh: inhibitors of chronic active B-cell receptor signaling; Potency, µM (doses to about 46.1 µM), for inactives: top-dose ratio change, negative = lower green/red ratio, usual class: inhibitors; AID 493014; hit rate 0.05% among 340,000; ABC-DLBCL IkBa-CBG/CBR reporter, luminescence ratio, 4 h; active = well fitted inhibition curve with a large enough effect in the signal ratio, with a control signal flat, not every such curve was filed as active; inconclusive = small, poorly fitted or top-dose-only effect, or effect the other way, or a change in a side signal; the % refers to the signal ratio;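 also: potency is read from the fitted curve at half-maximal effect; plate controls were basal doxycycline-induced cells for no effect and cells given 10 µM MG132 for full effect; MG132 reads +100%, hits lower the ratio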
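TMD8 ABC-DLBCL cells carrying doxycycline-inducible green luciferase fused to IkappaBalpha plus unfused red luciferase were exposed to compounds (up to 46 uM) for 4 hrs at 37C. Activity came from the overlap-corrected green/red luminescence ratio.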
Integrin act MD: integrin-mediated muscular dystrophy alleviation activation. Potency, µM (highest dose often 38.3 µM), inactives show top-dose activation, usual class: activators. hit rate 0.064% among 350,000. AID 624291. alpha7betagal myoblasts, beta-gal FDG fluorescence, 48 h;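 also: potency is read from the fitted curve at half-maximal effect; 100% = response of the positive control SU9516; nearly all actives have a fitted effect of over 60% in size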
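Alpha7betagal+/- myoblasts (passage 13) were plated 16-24 hr, then exposed to compounds (1:260 dilution of DMSO stock) for 48 hours at 37C. After MPER lysis, β-galactosidase reporter activity was read as FDG fluorescence (ex 480/em 540) after 30 minutes.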
FBPA coupling cs: counter-screen for Giardia aldolase inhibitors: coupling enzyme system. coupling enzyme system counterscreen, AmpLite Red fluorescence. activity change, negative = inhibition, % at 58.2 µM, hits read low. hit rate 0.67% among 290,000. AID 2472; in the data active = activity change below about -30%; also: % is scaled to controls: 0 for no effect and ±100 for the full control effect
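Compounds tested against the coupling enzymes alone at 57.5 uM final; readout was AmpLite Red fluorescence (525/598 nm) after 20 min at RT.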
B2AR arrestin: beta2AR (human) beta-arrestin recruitment activity; P07550; beta-arrestin recruitment to beta2AR, cell-based reporter; Potency, µM (doses to about 46.1 µM), inactives show top-dose activation, usual class: activators; hit rate 0.02% among 330,000;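 also: potency is read from the fitted curve at half-maximal effect; 0% = DMSO controls and full agonism = EC100 isoproterenol or metaproterenol; nearly all actives have a fitted effect of over 65% in size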
ASM inhibitor: inhibitors of human secretory acid sphingomyelinase. P17405. Potency, µM (series often up to 57.5 µM), inactives show top-dose activity change, negative = inhibition, hits mostly inhibitors. hit rate 0.006% among 340,000. placental ASM, HMU-PC fluorogenic substrate, 60 min; also: potency is read from the fitted curve at half-maximal effect
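Human placenta-derived ASM enzyme was preincubated with compound for 10 minutes at room temperature, then given fluorogenic substrate HMU-PC0 (9 uM final) for 60 minutes at 37 °C; a pH 10 stop preceded fluorescence reading at Ex 386/Em 447 nm.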
Menin-MLL TR inh: displaces Texas Red mutant MLL peptide from human menin | Potency, µM (titrated, usually from 61.6 µM), for inactives: at the top dose FP activity change, negative = inhibition, usual class: inhibitors | Menin + Texas Red MLL mutant peptide, fluorescence polarization | AID 1768 | O00255 | hit rate 0.23% among 270,000; active = well fitted inhibition curve with a large enough effect in the polarisation, with a control signal flat, not every such curve was filed as active; inconclusive = small, poorly fitted or top-dose-only effect, or effect the other way, or a change in a side signal; inactive = no such curve, though single readings can be large or run the other way; the % refers to the polarisation; also: potency is read from the fitted curve at half-maximal effect; % of control where 0% means no effect; many of its hits are not listed in these tables
TSG101-PTAP inh: blocks PTAP/TSG101 interaction to inhibit HIV-1 budding; AID 493005; Potency, µM (top dose mostly 115 µM), for inactives: at the highest dose activity change, negative = inhibition, actives largely listed as inhibitors; Fluorescence polarization, FITC-PTAP peptide / Tsg101 binding; 340,000 tested, under 10 active; Q99816; active = well fitted inhibition curve with a large enough effect in the main read-out, with a control signal flat, not every such curve was filed as active; inconclusive = small, poorly fitted or top-dose-only effect, or effect the other way, or a change in a side signal; inactive = no such curve, though single readings can be large or run the other way; also: potency is read from the fitted curve at half-maximal effect; % of control where 0% means no effect
Target sequence (Q99816 whole entry, looked up): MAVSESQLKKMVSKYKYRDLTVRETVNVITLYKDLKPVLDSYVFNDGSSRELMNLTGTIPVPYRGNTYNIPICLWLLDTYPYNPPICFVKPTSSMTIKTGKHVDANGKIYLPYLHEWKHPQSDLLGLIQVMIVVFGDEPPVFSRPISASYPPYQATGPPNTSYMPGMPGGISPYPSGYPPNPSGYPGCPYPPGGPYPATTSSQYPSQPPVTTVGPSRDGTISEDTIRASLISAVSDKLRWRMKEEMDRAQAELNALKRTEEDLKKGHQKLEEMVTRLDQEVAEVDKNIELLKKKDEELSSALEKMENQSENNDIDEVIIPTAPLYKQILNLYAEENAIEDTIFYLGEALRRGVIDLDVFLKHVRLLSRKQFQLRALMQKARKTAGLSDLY
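Compounds were pin-transferred onto Tsg101 binding domain (10 uM final) in HEPES pH 7.5 buffer, then FITC-PTAP peptide was added at 50 nM final. After 20 min at RT, polarization reported peptide displacement across a qHTS concentration series.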
GALK inh: galactokinase (human) inhibition; Potency, µM (doses to about 57.5 µM), for the others: at the top dose activity change, negative = inhibition, hits mostly inhibitors; hit rate 0.007% among 270,000; AID 1868; P51570; Purified GALK, Kinase-Glo residual ATP luminescence; also: potency is read from the fitted curve at half-maximal effect; % is scaled to controls: 0 for no effect and ±100 for the full control effect
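GALK at 5 nM final was combined with compound, 35 uM ATP and 100 uM galactose in HEPES pH8.0 with MgCl2 and DTT. The reaction ran one hour at room temperature before luminescent ATP detection.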
Tb PFK block: blocks T. brucei phosphofructokinase; Potency, µM (titrated, usually from 57.5 µM), for the others: at the highest dose activity, negative = inhibition, actives largely listed as inhibitors; T. brucei PFK, ADP-Glo luminescence; hit rate 0.17% among 330,000;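 also: potency is read from the fitted curve at half-maximal effect; 0% = uninhibited 1x PFK enzyme wells and -100% = no-enzyme wells; nearly all actives have a fitted effect of over 60% in size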
Target sequence (O15648 whole entry, looked up): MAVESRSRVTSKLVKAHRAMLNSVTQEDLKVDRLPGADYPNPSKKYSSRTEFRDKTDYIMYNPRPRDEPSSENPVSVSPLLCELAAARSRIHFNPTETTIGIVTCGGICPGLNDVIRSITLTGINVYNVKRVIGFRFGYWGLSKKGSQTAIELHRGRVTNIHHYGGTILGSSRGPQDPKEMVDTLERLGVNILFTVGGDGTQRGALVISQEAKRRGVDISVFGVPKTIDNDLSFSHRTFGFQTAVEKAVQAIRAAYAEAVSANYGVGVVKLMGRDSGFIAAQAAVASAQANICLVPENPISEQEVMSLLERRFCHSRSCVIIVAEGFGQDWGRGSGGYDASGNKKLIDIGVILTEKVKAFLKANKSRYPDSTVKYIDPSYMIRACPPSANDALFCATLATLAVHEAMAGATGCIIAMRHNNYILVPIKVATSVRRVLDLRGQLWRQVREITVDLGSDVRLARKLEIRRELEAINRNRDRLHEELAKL
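PFK 1.25 nM, F6P 0.5 mM, ATP 0.1 mM, 0.1 M TEA pH 8.0, 5 mM MgCl2, 0.01% Tween20, 0.1% BSA; 45 min RT. ADP-Glo readout. qHTS titration up to 57 uM; curves fitted, compounds curve-classed.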
Starred values were filed as active, the others as inactive; u = inconclusive; x = not tested or not shown; & = joins results of further samples; [ ] = dose if it differs, or a comment. Unless noted, calls follow the shape of the dose curve; as a rule, active = well fitted curve in the direction sought with a large enough effect; inconclusive = small, poorly fitted or top-dose-only effect, or another doubt; inactive = no such curve, though single readings can be large; an effect the other way counts as inactive or inconclusive. This is a subset; rates above refer to the full screens.

SMILES	Giardia kill	PKM2 activator	Chronic BCR inh	Integrin act MD	FBPA coupling cs	B2AR arrestin	ASM inhibitor	Menin-MLL TR inh	TSG101-PTAP inh	GALK inh	Tb PFK block
O=[N+]([O-])c1ccc(S(=O)(=O)NNC(=S)NCCc2ccccc2)cc1	4	-10%	10%	-14%	x	-0.7%	-8%	x	2%	-4%	0%
CC1(C)C(=O)OC(c2ccccc2)C2(CCCC2)C1=O (centres undefined)	18	4%	-16%	14%	-5	-0.1%	-1%	-3%	-1%	-1%	0%
O=C(O)C1CC(=O)N(CCOc2ccccc2)C1 (centres undefined)	-16	0%	0%	29%	2	0.1%	3%	-12%	-4%	1%	-2%
COc1ccc(NC(=O)CCN2C(=O)c3ccccc3S2(=O)=O)c(OC)c1	30	3%	u	15%	3	0.0%	5%	-10%	0%	8%	-1%
CC(C)(C)c1nc(NC(=O)Nc2ccccc2)sc1Br	-14	-7%	u	-55%[inhibitor]	-4	-0.2%	-3%	u	-5%	-10%	4%
Cc1cccc(Nc2nnc(SCC(=O)NC3CCCc4ccccc43)s2)c1 (centres undefined)	-27	2%	0%	-13%	1	-0.8%	-7%	12%	-1%	x	-2%
O=C(c1cc(F)ccc1F)C1CCCN(Cc2cccn2-c2ccccn2)C1 (centres undefined)	-23	-10%	0%	u	0	0.0%	2%	x	-4%	3%	-19%
O=C(Nc1cccc(Oc2c(F)c(F)c(F)c(F)c2F)c1)N1C[C@@H]2C[C@@H](C1)c1cccc(=O)n1C2	17	-2%&6%	2%&0%	9%	-11&1	-0.2%&-0.1%	1%	11%&-3%	-2%	0%&-1%	0%&-5%
COc1cc(OC)c(/C=N/NC(=O)COc2cccc3cccnc23)c(OC)c1	-1	1%	1%	7%	9	-0.1%	-1%	x	-5%	-2%	1%
COCCNC(=O)c1cn(C)c2ccc(S(=O)(=O)N(C)C3CCCCC3)cc2c1=O	-3	2%	13%	-16%	6	-0.5%	-4%	3%	-4%	2%	1%
C=CCn1c(Cc2ccc(OC)cc2)nnc1SCc1nc2ccccc2c(=O)[nH]1	10	13%	13%	10%	1	0.0%	-2%	-1%	-5%	-4%	0%
CC(=O)Nc1sc2c(c1C(N)=O)CCC2	-17	1%	7%	17%	2	-0.2%	2%	1%	-11%	0%	-2%
COc1ccccc1Nc1c([N+](=O)[O-])cncc1[N+](=O)[O-]	7	2%	-1%	-11%	-1	-0.3%	-3%	-3%	-1%	0%	1%
CC1CCc2c(c3ccccc3n2C(=O)CCl)C1 (centres undefined)	-25	0%	u	-22%	2	0.5%	-14%	-1%	-2%	-3%	-5%
COc1ccc(C2NC(=O)CCC2[N+](=O)[O-])cc1 (centres undefined)	-11	-15%	3%	36%	-1	0.3%	1%	-1%	0%	3%	u
COCCC(=O)N1CCC(n2nccc2NC(=O)CCc2ccccc2)CC1	-6	1%	0%	6%	x	0.0%	3%	x	-2%	5%	-23%
NS(=O)(=O)c1ccc(CNC(=O)CCC2CCCCC2)cc1	5	0%	1%	24%	13	-0.3%	6%	1%	0%	1%	-4%
COCCn1c(=S)[nH]c2cc(C(=O)NCC3CCCO3)ccc2c1=O (centres undefined)	-4	4%	u	u	2	-0.2%	13%	6%	-14%	-5%	-7%
O=C(NC1CC1)c1cccc(S(=O)(=O)N2CCOCC2)c1	-12	x	0%	-11%	x	-0.3%	2%	x	-1%	x	2%
CCC(C)C(NC(=O)c1ccccc1NC(=O)c1ccco1)C(=O)NC1CCCCC1 (centres undefined)	10	2%	8%	-1%	3	0.0%	-1%	-17%	-2%	7%	1%
COc1ccccc1NC(=O)NC1CCS(=O)(=O)C1 (centres undefined)	-11	0%	4%	-9%	0	0.5%	4%	3%	-4%	1%	13%
O=C(C1=C[C@@H](C2CCCCC2)C[C@@H](OCCCCO)O1)N1CCN(Cc2ccccc2)CC1	10	2%	u	-7%	0	-0.9%	2%	u	-2%	-1%	-2%
COCCCNC(=O)c1cccc(S(=O)(=O)N2CC3(C)CC2CC(C)(C)C3)c1 (centres undefined)	u	x	-7%	23%	x	-1.0%	-1%	x	-7%	x	-1%
O=C(O)CCCCCNC(=O)CCn1nnc2ccccc2c1=O	60[activator]	7%	2%	14%	4	-1.1%	3%	-1%	-1%	5%	-4%
COc1ccc(CCNC(=O)C2CCC(=O)N(C3CC3)C2)c(OC)c1 (centres undefined)	28	0%	-6%	14%	0	0.4%	6%	4%	-9%	2%	-10%
SMILES	Giardia kill	PKM2 activator	Chronic BCR inh	Integrin act MD	FBPA coupling cs	B2AR arrestin	ASM inhibitor	Menin-MLL TR inh	TSG101-PTAP inh	GALK inh	Tb PFK block
Cn1c(=O)c2c(ncn2CC(=O)N/N=C/c2ccc(Br)s2)n(C)c1=O	-20	0%	6%	5%	2	-1.0%	2%	15%	-2%	-5%	-8%
COc1cc2c(cc1OC)CN(C(=O)CN(C)S(=O)(=O)c1ccc(NC(C)=O)cc1)CC2	-2	x	-1%	6%	1	0.4%	2%	-3%	1%	-3%	0%
Cc1cc2nc3c(=O)n(CCc4ccccc4)c(=O)[nH]c3nc2cc1N	-7	14%	-1%	-15%	-22	-0.6%	-6%	x	u	x	-6%
COc1ccc(NC(=O)c2cccc(S(=O)(=O)NCc3ccccc3)c2)cc1S(N)(=O)=O	-1	x	0%	0%	x	-0.2%	-8%	x	1%	x	-3%
CCOC(=O)c1ccccc1NC(=O)c1ccc2c(=O)n3c(nc2c1)CCCCC3	-7	8%	2%	-2%	-11	-0.5%	-11%	16%	-4%	-2%	0%
CC1C(=O)Nc2ccccc2N1C(=O)c1ccc(F)cc1 (centres undefined)	4	x	0%	7%	0	-1.0%	1%	7%	0%	0%	-1%
O=[N+]([O-])c1ccc(N2CCN(c3nc(-c4ccc(Cl)cc4)cs3)CC2)cc1	-14	-9%	2%	-20%	-3	-0.7%	-10%	-7%	1%	-1%	-2%
COc1ccc(OC)c(S(=O)(=O)n2nc(-c3ccccc3)cc2N)c1	3	6%	-11%	-5%	4	0.3%	0%	u	-6%	0%	1%
CCOc1ccc(OCCSc2nc3ccccc3[nH]2)cc1	4	12%	-3%	-44%	-1	7.6%	-18%	u	0%	-2%	-4%
COc1ccc(SC[C@H](Cc2ccccc2)N2CCN(C)CCC2=O)cc1	0	0%	3%	4%	3	-0.4%	2%	x	-2%	-1%	4%
CCCCN(C)C(=S)Nc1ccc2nc3n(c(=O)c2c1)CCCCC3	-7	-1%	1%	-13%	2	0.1%	3%	-9%	0%	0%	4%
CCOC(=O)N1CCN(S(=O)(=O)CCNC(=O)c2cccc(OC)c2)CC1	22	x	-14%	2%	x	0.1%	1%	x	0%	x	-13%
Cc1ccc(S(=O)(=O)N/N=C/c2cccc3c2OCCO3)cc1	-6	-1%	2%	-7%	0	-0.3%	5%	10%	0%	1%	2%
CCOc1ccc(S(=O)(=O)N2CCOCC2)cc1NS(=O)(=O)c1ccc(OC)c([N+](=O)[O-])c1	-11	x	7%	-12%	x	0.0%	-1%	x	-5%	x	-4%
COc1ccc(-c2nnc(SCc3cccc(C#N)c3)o2)cc1	-5	5%	3%	7%	1	0.0%	-4%	16%	-2%	-4%	-13%
O=C(ON=C1CCN(S(=O)(=O)c2ccccc2)CC1)c1ccc(Cl)cc1	-18	-7%	-1%	6%	2	0.3%	-7%	12%	-3%	-1%	2%
Cc1ccc(S(=O)(=O)N2CCCCC2)cc1C(=O)N1CCCCCC1	-7	x	0%	-10%	x	0.2%	3%	x	-1%	x	-3%
CN1CCN(CC(=O)Nc2ccccc2Sc2ccccc2)CC1	-8	-1%	-18%	-46%[inhibitor]	5	-0.5%	3%	-21%	2%	-1%	-7%
Cc1ccc(C(=O)NCC(=O)OCC(=O)c2ccc3c(c2)NC(=O)CO3)cc1C	-10	-3%	-11%	0%	2	0.2%	3%	0%	-4%	8%	-2%
CCNC(=S)N1CCN(c2ccc([N+](=O)[O-])cc2)CC1	-14	1%	8%	-15%	0	-0.2%	-12%	25%	-2%	-3%	-1%
CC1CC(C)(C)NC(=S)N1CCCC(=O)N1CCN(c2ccccc2F)CC1 (centres undefined)	2	2%	1%	-6%	5	-1.0%	2%	-1%	0%	-2%	2%
